SUMO Mot1 rescue: yeast Mot1-301 growth rescue at high temperature, primary screen, SUMOylation pathway inhibitor project, S. cerevisiae, ATP luminescence, 38.5C; S. cerevisiae Mot1-301 growth rescue; percent above DMSO median, 100 means doubled; growth rescue, % at 18.8 µM; 320,000 tested, 1% active; AID 2716, 2010;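 active means every valid replicate shows activation above 250% relative to neutral control wells; inactive means the rest, any valid replicate at or below 250%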;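 further: OY570 slx delta 5 strain wells were the positive control but not used for scaling; some compounds called inactive have numbers as strong as hits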
MOR-DOR ag: agonists of OPRM1-OPRD1 heterodimerization, primary screen, cell-based, luminescence; Mu-type opioid receptor (Homo sapiens) + Delta-type opioid receptor (Homo sapiens), …; cells; activation, % at 9.3 µM; 340,000 tested, 0.3% active; in the data active means activation above about 18%;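 further: 0% = vehicle-treated cells and 100% = reference agonist; values of inactives mirror those of a sister screen read the other way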
Target sequence (P35372 whole entry, looked up): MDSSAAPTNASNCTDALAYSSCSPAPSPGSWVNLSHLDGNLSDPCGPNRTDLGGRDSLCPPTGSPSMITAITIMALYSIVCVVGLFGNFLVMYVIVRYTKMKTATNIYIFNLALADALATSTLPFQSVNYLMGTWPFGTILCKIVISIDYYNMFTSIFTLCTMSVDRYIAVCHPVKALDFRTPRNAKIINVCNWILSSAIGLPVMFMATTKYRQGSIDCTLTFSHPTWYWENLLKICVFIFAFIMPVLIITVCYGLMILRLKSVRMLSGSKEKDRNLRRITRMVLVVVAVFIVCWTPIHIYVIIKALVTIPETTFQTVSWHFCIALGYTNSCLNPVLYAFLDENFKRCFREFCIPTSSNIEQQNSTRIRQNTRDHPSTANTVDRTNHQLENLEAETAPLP
Target sequence (P41143 whole entry, looked up): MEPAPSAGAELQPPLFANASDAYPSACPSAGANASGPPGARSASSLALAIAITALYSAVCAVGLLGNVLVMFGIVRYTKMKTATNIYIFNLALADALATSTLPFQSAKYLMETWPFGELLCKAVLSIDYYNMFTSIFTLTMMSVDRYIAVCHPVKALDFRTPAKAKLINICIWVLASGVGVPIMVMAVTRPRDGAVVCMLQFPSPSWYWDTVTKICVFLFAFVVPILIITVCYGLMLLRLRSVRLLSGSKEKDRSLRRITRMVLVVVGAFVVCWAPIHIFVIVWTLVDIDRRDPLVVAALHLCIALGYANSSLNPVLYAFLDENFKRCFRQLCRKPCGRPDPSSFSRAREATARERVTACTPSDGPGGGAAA
AddAB inh: growth inhibition of E. coli expressing H. pylori AddAB, primary screen, AddAB inhibitor project, absorbance | inhibition, % at 11.9 µM | 330,000 tested, 0.29% active | AID 435030, 2010; in the data active means inhibition above about 12%;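 further: 0% = vehicle wells of infected cells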
PKA-R1A activ: activators of PKA-R1A holoenzyme, primary screen, biochemical, fluorescence polarization, Cy5-IP20, bovine R1A, mouse PKAc. PKA-R1A dissociation; scaled: DMSO 0%, 113 µM cGMP 100%. activation, % at 11.4 µM. 340,000 tested, 0.083% active. AID 504707, 2011;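 active means percent activation above the mean of all tested compounds plus 3 SD, cut at about 19% in these data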;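 further: higher means more PKAc released from R1A so a rise in polarization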
Arrestin-AP2 inh: inhibitors of beta-arrestin/AP2 binding, primary screen, biochemical, GPCR trafficking, flow cytometry | beta-arrestin 1 C-terminal peptide binding to AP2 beta2-adaptin appendage (human) | FITC-arrestin peptide / GST-AP2 beads; AP2 beta2 appendage carries R879A mutation | inhibition, % at 10 µM | 340,000 tested, 0.31% active | AID 504490, 2011;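 active means inhibition above a set limit, near 3 SD of compounds lacking own fluorescence, cut at about 54% in these data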;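 further: plate controls were DMSO wells for no effect and 5 µM unlabelled arrestin peptide for full effect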
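test system = AP2 appendage R879A on GSH beads | buffer or medium = PBS plus Tween 20 (0.05%) and BSA (0.1%) | incubation = 12 min plus 1 h, RT | detection = bead flow cytometry, FITC channel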
MOR-DOR inv ag: inverse agonists of MOR-DOR heterodimerization, primary screen, cell-based, luminescence. inhibition, % at 9.3 µM. cell-based MOR-DOR heterodimer luminescence, inverse agonism. 340,000 tested, 0.21% active. AID 504357, 2011. Mu-type opioid receptor (Homo sapiens) + Delta-type opioid receptor (Homo sapiens), …; in the data active means inhibition above about 22%, passing the limit was not always enough;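 further: 0% = cells with DMSO and 100% = wells without cells with DMSO; values of inactives mirror those of a sister screen read the other way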
phage Ecoli inh: growth loss of phage-infected E. coli, primary screen, RecBCD inhibitor project, absorbance, with phage, HTS | inhibition, % at 11.9 µM | 360,000 tested, 0.26% active | AID 651602, 2012; in the data active means inhibition above about 11%
DSG3 Ab inh: inhibitors of pemphigus antibody binding to DSG3, primary screen, biochemical, bead-based, flow cytometry, scFv-GFP; DSG3-coupled beads, scFv-anti-DSG3-GFP binding; hits give low values; binding (percent of control), % at 10 µM; 310,000 tested, 0.48% active; AID 588358, 2011;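 active means binding more than 3 SD below its plate's average and above zero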;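 further: hits lower antibody fragment binding to DSG3; some compounds called inactive have numbers as strong as hits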
Tat transport: E. coli Tat export inhibitors, primary screen, MC4100, TorA-mCherry reporter, fluorescence, single point. inhibition, % at 10 µM. 340,000 tested, 0.036% active. AID 488895, 2010;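 active means mean replicate inhibition at least 50% and at least half of replicates individually reaching 50%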;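 further: exported cargo escapes ClpAP degradation while cytoplasmic cargo is degraded and loses fluorescence; 0% = median of neutral control wells and 100% = median of NaSCN control wells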
Ecoli viability: E. coli V3065 growth inhibition, primary screen, counter-screen for AddAB inhibitor project, absorbance, OD600; 18 h; inhibition, % at 11.9 µM; AID 449728, 2010; 330,000 tested, 0.27% active;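 active means inhibition above the campaign's mean inhibition across all tested compounds plus 3 SD, cut at about 9.9% in these data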;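 further: uninfected addAB+ strain grown without phage in ampicillin broth; 0% = DMSO wells and 100% = ciprofloxacin 0.95 µg/ml wells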
PfHsp90 set2: growth inhibition of PfHsp90-expressing yeast, primary screen, antimalarial PfHsp90 inhibitor project, S. cerevisiae, BacTiter-Glo luminescence, single point, set 2; inhibition, % at 9.4 µM; 310,000 tested, 0.32% active; BacTiter-Glo ATP, 48 h; yeast lacking PDR1 and PDR3 efflux regulators;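 active means every replicate shows inhibition above about 80%, whatever the replicate mean, limit read from the data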;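 further: 0% = DMSO neutral controls and 100% = 20 µM radicicol positive controls; yeast relying on Plasmodium falciparum Hsp90 in place of its own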
Active calls of the source: *; . = no result given.

SMILES	SUMO Mot1 rescue	MOR-DOR ag	AddAB inh	PKA-R1A activ	Arrestin-AP2 inh	MOR-DOR inv ag	phage Ecoli inh	DSG3 Ab inh	Tat transport	Ecoli viability	PfHsp90 set2
COc1ccc(C(=O)OC2C(OC)OCC(O)C2O)cc1 (centres undefined)	.	-3.0	.	-3	-10	15	1.4	91	6	.	8
O=C1CN=C(Nc2cccc(C(F)(F)F)c2)N1C1CCCC1	3	1.9	-0.8	-10	29	-11	-0.5	100	2	-4.1	0
COc1ccc(-c2nc(-c3ccccc3)ncc2S(C)(=O)=O)cc1	-5	-0.7	2.2	0	-10	4	3.3	75	-3	2.4	12
COc1ccc(C(=O)N/C(=C\c2ccc3c(c2)OCO3)C(=O)Nc2cccc(C(=O)O)c2)cc1	-29	-4.0	1.5	-2	35	20	3.9	108	-16	0.7	-12
Cc1nc(NC(=O)CN2CCOCC2)sc1C(=O)N(C)C	3	-2.2	1.8	-3	23	10	-1.7	102	-2	-0.3	-2
COC(=O)c1nc[nH]c1C(=O)OC	-6	-2.7	0.3	-12	-10	14	1.5	106	3	-2.7	7
CC1=CC2=NC(=O)/C(=C\c3cccn3CCOc3cccc(C)c3)C(=N)N2O1	0	-0.8	-1.8	-11	6	5	3.4	127	1	-4.7	15
Cc1ccc2c(c1)C1CN(C)CCC1N2C(=S)Nc1ccc(OC(F)F)cc1 (centres undefined)	6	.	0.2	-3	11	.	1.8	111	7	-1.4	14
Cc1nc2ccc(C(=O)OCC(=O)N(C)c3ccccc3)cc2nc1C	.	-2.9	.	-7	-4	15	3.4	101	-6	.	-11
Cc1ccc(-n2c(C)nnc2SCC(=O)NC2CCCC2)cc1	-21	0.8	0.8	2	10	-4	-0.7	114	2	-0.2	9
N#C/C(=C\c1ccc(OC(=O)c2ccc(Cl)s2)cc1)c1nc2ccccc2[nH]1	83	-0.5	0.0	2	6	2	5.6	.	-12	0.0	-26
O=C(CN(Cc1ccco1)C(=O)CNS(=O)(=O)c1ccc(F)cc1)NCCc1ccccc1	-15	-4.3	1.7	4	-10	19	0.5	104	-3	1.6	7
Cc1ccccc1NC(=O)CCNS(=O)(=O)c1ccc2[nH]c(=O)oc2c1	-11	-2.2	0.8	-6	-8	12	0.0	.	-7	-0.3	12
COc1ccc(CN2CCNC(=O)C2CC(=O)NC2CCCCCC2)c(F)c1 (centres undefined)	-10	-1.3	1.9	-8	-2	7	2.8	99	6	-2.9	0
O=C(O)CC(SCC(=O)Nc1ccc(S(=O)(=O)N2CCCC2)cc1)C(=O)O (centres undefined)	-7	0.8	1.0	-9	-2	-4	4.6	103	0	0.1	-12
O=C(Cc1ccccc1F)Nc1nc(-c2ccc(F)c(F)c2)cs1	60	3.4	1.7	-9	0	-25	3.6	.	6	-0.8	-11
CSc1n[nH]c(NC(=O)c2c(-c3c(Cl)cccc3Cl)noc2C)n1	-13	-3.0	4.0	-14	-10	16	2.7	110	8	2.7	-18
Cn1nc(C(=O)OCC(=O)c2ccc[nH]2)c2ccccc2c1=O	7	-0.6	2.1	-12	1	3	2.0	101	1	1.2	12
O=Cc1ccc(OCCOc2ccc([N+](=O)[O-])cc2)cc1	6	-1.2	-0.3	3	7	5	0.1	96	-2	-1.0	0
N#Cc1cc2c(nc1SCc1ccccc1)CCCCC2	1	-0.7	4.1	7	-2	3	3.4	83	14	-1.1	-14
CCOC(=O)N1CCN(S(=O)(=O)c2ccc(NC(C)=O)cc2)CC1	-15	-2.4	-1.6	-9	-15	12	3.9	109	-1	0.8	2
Cc1cccc(Oc2nccc(C(F)(F)F)c2C(=O)Nc2ccc(F)cc2F)c1	29	3.4	1.2	-10	2	-18	0.9	110	9	-0.5	-4
COCCNC(=O)Cc1cn(C)c2ccccc12	-9	-3.3	2.0	-1	16	15	-0.8	101	-5	0.9	4
C=CCNC(=O)C1(c2ccccc2)CC1(Cl)Cl (centres undefined)	-6	-2.8	1.2	5	-1	14	4.1	85	3	1.0	31
CCOc1ccc(NC(=O)Nc2cccnc2)cc1	-7	0.0	1.3	-12	0	0	2.4	107	-3	-3.6	8
O=C(c1ccc2oc(CCc3ccccc3)nc2c1)N1CC[C@H](O)C1	2	-1.3	-1.0	-4	24	7	0.0	.	0	-3.3	10
CC(=O)c1ccc(NCC(=O)N2CCN(c3ccccc3)CC2)cc1	16	-2.8	1.4	6	-1	13	2.3	.	9	-0.8	10
Cc1nn(-c2ccccc2)c(C)c1CN(C)C(=O)c1ccc(S(=O)(=O)NCc2ccco2)cc1	-8	1.5	1.1	16	13	-6	3.2	.	1	1.9	0
O=C(CN1C(=O)CCS(=O)(=O)c2ccccc21)Nc1cccc(F)c1	.	-2.0	1.1	2	-1	11	3.3	92	-11	-1.9	-5
Cc1c(NC(=O)c2ccc(=O)oc2)c(=O)n(-c2ccccc2)n1C	13	-1.7	0.6	3	22	10	3.6	102	4	-0.2	13
O=C(CCC(=O)Nc1ccccc1)N/N=C/C=C/c1ccccc1	-2	.	1.0	0	26	.	-0.6	118	-18	-1.3	-13
Cc1ccccc1OCC(=O)OCC(=O)c1ccc[nH]1	-2	-3.5	1.7	6	19	14	0.5	.	-6	2.5	-16
CCN(CC(=O)NCc1cccs1)C(=O)c1cccc(S(=O)(=O)Nc2ccccc2OC)c1	3	-2.2	5.1	-3	4	12	0.9	.	0	0.1	4
Cc1cc(Nc2ccccc2C(=O)O)n(-c2cccc(Cl)c2)n1	11	-2.8	3.5	-10	9	14	5.3	115	2	1.2	-25
Cc1ccc(C(=O)NCCCN2CCOCC2)cc1	410*	-0.6	4.2	-2	-19	4	4.0	98	10	0.4	5
COc1ccc(-c2ccc(CCC(=O)O)n2-c2ccccc2O)cc1	542	0.1	1.0	-1	38	-1	1.1	91	-2	-0.3	1
CCN(CC)C(=O)c1cnn(-c2ccccc2)c1NC(=O)c1cccs1	-17	-1.4	-4.3	-5	-2	8	1.1	100	2	-0.7	3
Cc1cc(C)c(NC(=O)CCN2CCN(Cc3ccccc3)CC2)c(C)c1	465*	-0.1	2.6	9	-6	1	2.7	94	-7	1.2	-9
CC1(CC(=O)N/N=C/c2cc(Br)c(O)cc2O)OCCO1	-1	2.3	1.6	-13	10	-14	-0.6	101	19	-2.7	18
COc1ccc(-c2nc(CS(=O)(=O)CC(=O)NCCCN3CCOCC3)c(C)o2)cc1	-1	-3.8	2.7	-7	8	20	0.9	108	-4	0.3	9
COc1cc2[nH]c(=O)n(CCCCCC(=O)NCCCN3CCC(C)CC3)c(=O)c2cc1OC	-12	-3.0	0.0	-1	2	15	-0.2	.	-4	-0.5	10
O=C(Nc1cccc(NC(=S)NC(=O)c2cccs2)c1)c1ccccc1	-8	6.2	0.7	-8	4	-33	4.3	95	-3	0.4	-2
COc1ccc(NC(=O)NN2CCN(C)CC2)cc1	2	1.1	.	-2	4	-6	-2.6	104	4	.	-5
CCCC(=O)N1CCN(c2ccc(NC(=O)c3ccc4c(c3)OCCO4)cc2)CC1	0	1.1	1.8	3	32	-9	0.9	95	3	3.8	17
COC(=O)c1cc(S(=O)(=O)n2nc(C)c(Br)c2C)c(Cl)cc1Cl	26	14	3.3	-13	3	-82	1.7	103	4	2.4	4
C=CCN(Cc1cc(OC)ccc1OC)S(=O)(=O)N(C)C	-12	-3.3	4.8	-9	3	14	1.4	93	-7	-0.1	-5
CCn1cc([N+](=O)[O-])c(C(=O)N2CCCCCC2)n1	1	1.4	0.8	-7	-3	-7	0.5	102	-7	2.1	16
COc1ccc(NC(=O)COC(=O)CCSc2ccccc2)cc1	-1	0.0	2.4	2	17	0	2.3	86	-1	-1.5	4
COc1cccc(NC(=O)COC(=O)CCCC2=NS(=O)(=O)c3ccccc3N2)c1	196	-1.6	3.9	2	-3	9	0.8	.	7	0.7	-4
Cc1ccc2nc(SCC(=O)Nc3ccc(C)c(Cl)c3)nc(=O)n2c1	13	0.4	1.4	8	-8	-3	2.7	102	-4	-0.2	-11
COc1ccc(C2CC(c3cccs3)=NN2C(=O)CN2CCCCC2)cc1 (centres undefined)	68	.	-0.3	.	9	.	2.5	105	1	0.0	-18
O=C(O)c1ccccc1-c1ccc(/C=C2\SC(=O)N(c3ccccc3)C2=O)o1	-13	0.1	-0.8	-6	6	0	2.5	120	0	0.2	15
COc1ccc(/C(N)=N/OC(=O)N2CCOCC2)cc1	381	-2.8	3.8	-1	.	13	3.3	104	-3	1.6	2
Cc1ccc(-n2c(-c3ccccc3)cc(=O)nc2C)cc1	-6	-4.7	-0.6	-7	6	22	2.3	.	2	-2.2	1
CCOc1ccccc1/C=N/NC(=O)c1c(C)nc2ccc(Br)cn12	11	-4.1	-0.5	-9	1	18	2.4	95	3	2.5	-6
C[C@H](NC(=O)c1ccccc1Cl)C(=O)OCC(=O)N1CCN(c2ccccc2)CC1	50	-0.8	-0.9	-1	-29	4	3.5	101	-12	1.2	-8
COc1ccc(-n2c(=O)[nH]cc(C(=O)Nc3ccc(NC(C)=O)cc3)c2=O)cc1	73	1.6	-0.8	1	-1	-9	1.4	97	-3	-2.7	-20
CN(C)/C=N/c1c(C#N)nnn1Cc1ccccc1	77	-0.5	5.8	-6	-2	3	4.7	97	-4	-0.7	7
Cc1ccc(Cn2cccc(NS(C)(=O)=O)c2=O)cc1	.	-4.1	.	-10	-4	19	0.4	114	8	.	6
CC(=O)Cc1nsc(NC(=O)c2cc(-c3ccc(Cl)c(Cl)c3)oc2C)n1	.	-1.8	1.8	5	10	9	0.6	101	6	-2.1	-18
Cc1ccc(S(=O)(=O)N2CCOCC2)cc1NC(=O)CSc1nnc2cc(C)c3ccccc3n12	11	-1.3	0.0	-1	-7	8	1.7	97	-1	-0.9	-60
Cc1ccccc1N(CC(=O)NC1CCCC1)C(=O)CS(=O)CC(=O)Nc1ccc2c(c1)OCO2 (centres undefined)	9	-1.5	0.5	-2	12	8	0.5	109	-1	4.0	-63
